Screening results from PubChem.
SENP7 block – blocks the human protease SENP7 | Q9BQF6 | recombinant SENP7, Z-RLRGG-aminoluciferin luminescence, 40 min | inhibition, % at 5 µM | actives 1.5% (n = 330,000);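 active means inhibition above about 50% at the single test dose, limit read from the data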;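 further: plate controls were DMSO with enzyme for no effect and no enzyme buffer wells for full effect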
PfGluPho inh – PfG6PD (Plasmodium falciparum) enzyme inhibition; PfGluPho enzyme, NADPH resazurin-diaphorase fluorescence; inhibition, % at 20 µM; actives 0.78% (n = 350,000);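 active means inhibition reaching at least a set limit at 20 µM in the primary screen, cut at about 59% in these data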;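 further: 0% = DMSO wells with substrate and 100% = DMSO wells lacking glucose-6-phosphate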
SENP6 inh – SENP6 protease inhibition; inhibition, % at 10 µM; actives 1.8% (n = 330,000); Q9GZR1; Recombinant SENP6 catalytic domain, aminoluciferin luminescence; AID 2599;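 active means inhibition above about 50% at the single tested dose, limit read from the data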;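 further: plate controls were DMSO wells with enzyme for no effect and DMSO wells lacking enzyme for full effect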
SENP8 block-1 – SENP8 (human) protease inhibition; recombinant SENP8, Nedd8 substrate fluorescence; inhibition, % at 20 µM; actives 0.64% (n = 360,000); AID 602440; in the data active means inhibition mostly above about 40%, no sharp cut-off; inactive means mostly below about 27%
HKDC1 inh – inhibitors of human hexokinase HKDC1. actives 0.16% (n = 340,000). recombinant HKDC1, G6PDH/diaphorase resazurin coupled fluorescence. inhibition, % at 20 µM;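 active means inhibition above about 35% when tested at 20 µM, limit read from the data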;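 further: plate controls were DMSO wells with enzyme for no effect and DMSO wells lacking enzyme for full effect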
Target sequence (Q2TB90 whole entry, looked up): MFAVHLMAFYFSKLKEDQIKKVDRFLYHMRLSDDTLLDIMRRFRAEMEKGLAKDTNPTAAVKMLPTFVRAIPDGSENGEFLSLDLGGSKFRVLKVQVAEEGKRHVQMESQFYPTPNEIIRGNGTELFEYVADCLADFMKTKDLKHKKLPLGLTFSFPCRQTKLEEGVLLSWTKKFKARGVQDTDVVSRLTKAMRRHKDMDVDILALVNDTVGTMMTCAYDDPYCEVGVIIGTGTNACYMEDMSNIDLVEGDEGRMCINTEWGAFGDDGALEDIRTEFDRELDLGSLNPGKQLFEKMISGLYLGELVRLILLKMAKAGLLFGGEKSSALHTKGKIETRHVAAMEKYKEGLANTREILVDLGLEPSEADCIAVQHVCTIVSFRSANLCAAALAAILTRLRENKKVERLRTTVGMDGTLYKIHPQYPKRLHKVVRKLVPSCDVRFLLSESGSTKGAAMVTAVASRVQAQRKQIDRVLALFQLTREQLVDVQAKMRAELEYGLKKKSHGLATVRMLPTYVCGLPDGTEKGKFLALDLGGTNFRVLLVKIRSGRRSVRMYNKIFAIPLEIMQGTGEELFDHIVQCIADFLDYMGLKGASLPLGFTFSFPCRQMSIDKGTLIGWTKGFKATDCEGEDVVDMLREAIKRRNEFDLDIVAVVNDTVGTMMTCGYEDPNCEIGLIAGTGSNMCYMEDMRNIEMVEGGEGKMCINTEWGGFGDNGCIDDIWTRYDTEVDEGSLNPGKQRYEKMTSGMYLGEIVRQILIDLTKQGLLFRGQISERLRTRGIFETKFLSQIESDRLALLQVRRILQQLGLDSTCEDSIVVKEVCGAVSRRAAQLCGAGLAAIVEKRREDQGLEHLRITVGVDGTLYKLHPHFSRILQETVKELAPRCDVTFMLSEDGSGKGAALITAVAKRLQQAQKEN
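Assay system: recombinant HKDC1 hexokinase; detection: coupled resazurin fluorescence, excitation 525 nm, emission 613 nm; benchmarks: DMSO-plus-enzyme-mix negative control, buffer-substituted positive control; compound dosing: single 20 µM dose; schedule: 90 min at room temperature in dark; also added: glucose plus 1 mM ATP as hexokinase substrates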
SENP8 block-2 – blocks the human protease SENP8 | Q96LD8 | purified SENP8, Z-RLRGG-aminoluciferin cleavage, luminescence | inhibition, % at 10 µM | actives 1.2% (n = 330,000) | AID 2540; in the data active means inhibition above about 50%
NLRP3 yeast inh – blocks the NALP3 inflammasome reconstituted in yeast. Yeast reconstituted NLRP3/ASC/caspase-1, beta-gal luminescence, 24 h. inhibition, % at 10 µM. actives 0.39% (n = 330,000). AID 2825;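 active means inhibition of 50% or more; inactive means inhibition below 50%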;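 further: plate controls were induced DMSO wells for no effect and uninduced yeast grown without galactose for full effect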
Apaf-1 inh – blocks human Apaf-1 apoptosome activity; O14727; reconstituted apoptosome caspase-3 activity, DEVD-Rh110 fluorescence; inhibition, % at 20 µM; actives 0.71% (n = 330,000); active means inhibition of at least 40% at 20 µM;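 further: plate controls were DMSO wells for no effect and DEVD-CHO caspase inhibitor wells for full effect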
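System: Apoptosome proteins | Medium: Hepes pH 7.5 with detergent and BSA | Also added: Cytochrome c trigger plus (Z-DEVD)2-Rh110 caspase-3 substrate | Incubation: 30 min compound preincubation, 50 min activation, room temperature | Detection: Rhodamine 110 fluorescence at Ex 480/Em 540 nm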
SENP1 inh – blocks the human SENP1 SUMO protease catalytic domain; Q9P0U3; recombinant SENP1 catalytic domain, CyPet-SUMO1-YPet FRET cleavage; inhibition, % at 10 µM; actives 0.21% (n = 360,000); AID 624204;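 active means inhibition at least 30% at 10 µM, raw YFP signal under a set limit, fluorescence ratio 0.5 to 1.5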;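 further: 0% = enzyme with DMSO and 100% = no enzyme wells; some results filed as inactive read as strong as hits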
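Test system: human SENP1 catalytic domain; medium: Tris pH 8 buffer plus EDTA, NaCl, BME, BSA, NP40, catalase; incubation: 50 min reaction at room temperature; technique: FRET, CFP and YFP emission; controls: no-enzyme low control and enzyme-plus-DMSO high control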
Starred values were filed as active, the others as inactive; i = inactive; . = not tested or not shown; & = joins results of further samples.

SMILES	SENP7 block	PfGluPho inh	SENP6 inh	SENP8 block-1	HKDC1 inh	SENP8 block-2	NLRP3 yeast inh	Apaf-1 inh	SENP1 inh
O=C(NCCN1C(=O)S/C(=C\c2ccc(Cl)cc2Cl)C1=O)C1=COCCO1	6	-5	-10	2	5	-12	31	6	1
CC(C)CNC(=O)CSc1nnc(-c2cccc(S(=O)(=O)N3CCCCC3)c2)o1	-5	13	0	12	-3	-4	6	5	1
O=C(CC(C(=O)O)P(=O)(c1ccccc1)c1ccccc1)c1ccc(Br)cc1 (stereo not given)	7	-27	-5	20	0	-6	16	-12	-1
CN(C)c1ccc(C(=O)OCC(=O)NC2CCCCC2)cc1	7	-8	2	13	0	10	10	2	3
O=C(COc1ccc2ccc(=O)oc2c1)NCCCN1CCCC1=O	5	3	12	-242	-5	4	8	-5	2
Cc1cc(N)cc(C)c1-c1c(Br)cc(N)cc1Br	.	32	.	-8	-1	.	.	.	1
CSc1ccc(/C=C(\C(=O)O)c2ccc(S(=O)(=O)N3CCCCC3)s2)cc1	-2	-21	9	-409	3	-4	7	-8	-106
O=C(O)CCC(=O)c1cccc2ccccc12	0	-2	-6	2	-3	1	-3	5	0
O=C(N=C1SC2CS(=O)(=O)CC2N1c1c(Cl)cccc1Cl)C1CC1 (stereo not given)	4	8	-15	39	-10	-10	-7	-7	0
COc1ccc(S(=O)(=O)N2CCOCC2)cc1NC(=O)COC(=O)c1[nH]c(C)c(C(C)=O)c1C	-2	-7	7	-2	-1	-8	1	7	0
COc1ccc(C(=O)COc2ccc(F)cc2)c(O)c1C	-2	20	5	10	-3	7	25	-8	1
COc1cc(C(=O)NCCCCc2ccccc2)cc(OC)c1OC	3	-22	6	17	-4	-2	11	7	3
CCCCCCSc1ccc(-c2nc3cc(C)ccn3c2NC2CCCCC2)cc1	2	-9	2	i	6	-6	16	47*	-18&-19
CCc1ccc(OCCCC(=O)Nc2ccc(N3CCCCC3)cc2)cc1	14	-20	-8	22	-3	1	10	4	-2
Cc1ccc(-c2cc(C(=O)Nc3ccc(S(=O)(=O)Nc4nc(C)cc(C)n4)cc3)c3ccccc3n2)cc1	1	8	9	6	11	3	5	8	1
CC(=O)CSc1ncnc2sc3c(c12)CCCC3	-1	6	-39	1	-4	-11	-8	4	-1
CCOc1ccccc1OCCCC(=O)Nc1cccc(-n2cnnn2)c1C	-7	12	3	11	-5	8	2	-3	1
CCC(Sc1ncnc2c1nnn2-c1ccc(F)cc1)C(=O)OC (stereo not given)	-13	-21	-25	11	-7	-13	25	14	1
Cc1n[nH]c(C)c1S(=O)(=O)N1CCCC(C(=O)N2CCN(c3ccc(Cl)cc3)CC2)C1 (stereo not given)	5	18	-17	20	0	4	14	8	1
c1ccc(COc2ccccc2CNC2CCCC2)cc1	-4	-11	-15	10	-12	-7	14	7	-1
O=C1CCCc2nc(N3CCN(C(c4ccccc4)c4ccccc4)CC3)ncc21	-14	3	-13	8	7	-8	28	33	-2
O=C(Nc1nncs1)c1cccc(S(=O)(=O)N2CCc3ccccc32)c1	0	-36	-20	4	-6	-8	7	5	1
Cc1cc(C(=O)O)ccc1-c1ccc(/C=C2\NC(=O)N(Cc3ccccc3Cl)C2=O)o1	-4	3	-5	-394	13	-7	3	14	-21
CCc1nn(C)c2c(=O)c(=O)c2n(C)[nH]1	5	-3	-16	19	-5	-6	19	-5	3
COc1ccc(C(=O)NCCNc2ccc([N+](=O)[O-])cn2)cc1	5	-11	-2	22	-1	6	7	6	2

A stretch taken from the entries so far:
SMILES	SENP7 block	PfGluPho inh	SENP6 inh	SENP8 block-1	HKDC1 inh	SENP8 block-2	NLRP3 yeast inh	Apaf-1 inh	SENP1 inh
O=C(NCCN1C(=O)S/C(=C\c2ccc(Cl)cc2Cl)C1=O)C1=COCCO1	6	-5	-10	2	5	-12	31	6	1
CC(C)CNC(=O)CSc1nnc(-c2cccc(S(=O)(=O)N3CCCCC3)c2)o1	-5	13	0	12	-3	-4	6	5	1
O=C(CC(C(=O)O)P(=O)(c1ccccc1)c1ccccc1)c1ccc(Br)cc1 (stereo not given)	7	-27	-5	20	0	-6	16	-12	-1
CN(C)c1ccc(C(=O)OCC(=O)NC2CCCCC2)cc1	7	-8	2	13	0	10	10	2	3
O=C(COc1ccc2ccc(=O)oc2c1)NCCCN1CCCC1=O	5	3	12	-242	-5	4	8	-5	2

The results go on.
SMILES	SENP7 block	PfGluPho inh	SENP6 inh	SENP8 block-1	HKDC1 inh	SENP8 block-2	NLRP3 yeast inh	Apaf-1 inh	SENP1 inh
COC(=O)c1[nH]c2cc(OC)ccc2c1NC(=O)CN1CCC(C(N)=O)CC1	3	4	-2	-248	-7	4	9	3	-2
COCCn1c(N)c(N(Cc2ccccc2)C(=O)Cc2c(Cl)cccc2Cl)c(=O)[nH]c1=O	-5	15	-4	14	-5	-2	14	2	1
C/C(=N\N=C1\NC(=O)C(CC(=O)Nc2ccccc2F)S1)C1CCCCC1 (stereo not given)	-1	0	-3	3	7	2	3	-1	-1
O=C(CCNC(=O)c1ccc([N+](=O)[O-])cc1)Nc1nccs1	-3	-5	-15	8	24	-9	-3	-5	-4
Cc1cc(C)c(/C=C(\C#N)C(N)=S)c(C)c1	5	26	17	16	-4	10	12	16	-3
CCc1ccc(-c2nnn(Cc3nc4ccccc4s3)n2)cc1	1	7	11	14	0	-5	32	7	1
COc1ccc(CN2CCn3ncc(C(=O)Nc4ccc(Cl)cc4Cl)c3C2=O)cc1	0	5	-8	-71	-2	-5	0	-7	-2
Cc1ccc(C(=O)N/C(=C/c2ccco2)C(=O)N2CCCCC2)cc1	-6	9	6	5	-2	-12	9	9	-9
Cn1c(/C=N/c2nc3ccccc3[nH]2)nc2ccccc21	6	2	-11	-39	3	-3	24	-6	0
CC(C)(C)n1nnnc1C(c1ccc(C(F)(F)F)cc1)N(Cc1ccc(F)cc1)Cc1ccco1 (stereo not given)	3	10	-6	9	-3	3	6	7	-2
O=C(Nc1cccc(C(=O)O)c1)/C(=C\c1ccccc1Cl)NC(=O)c1ccco1	2	-17	10	-1	-2	-5	14	22	0
COc1ccc(NC(=O)c2ccc(Cn3cc(Cl)cn3)cc2)cc1	-2	-4	-8	6	-5	-4	17	0	0
CCCC12CN(C(=O)c3ccc([N+](=O)[O-])cc3)CC(C)(CN(C(=O)c3ccc([N+](=O)[O-])cc3)C1)C2=O	-3	7	-1	10	-2	-5	35	9	4
COC(=O)c1[nH]c2ccc(Br)cc2c1NC(=O)CN1CCN(C2CCCCC2)CC1	-2	5	-10	-3	0	2	24	6	-1
CC(=O)Nc1ccc(SCC(=O)Nc2ccccc2-c2ccccc2)cc1	3	-3	0	22	0	-4	9	-5	2
Cc1ccc(C)c(NC(=S)Nc2ccc(S(=O)(=O)Nc3ncccn3)cc2)c1	0	3	1	6	11	-4	6	-1	2
O=S(=O)(c1ccc(F)cc1F)N1CCCN(c2ccc(C(F)(F)F)cn2)CC1	0	5	12	-4	-3	3	25	11	-8
Cc1cc(C)c2c(CCl)cc(=O)oc2c1	-7	21	-4	-4	17	-2	17	4	3
COCCN1C(=O)C(=O)/C(=C(/O)c2cccc(OC)c2)C1c1ccncc1 (stereo not given)	-2	-7	-20	12	-7	-6	8	0	0
Fc1ccc(CSc2nc3ncccc3[nH]2)cc1	48	35	33	9	-3	6	7	-5	-1
O=S(=O)(Nc1nccs1)c1ccc(F)cc1	-6	-1	-5	-2	-14	-12	7	3	-1
COCC(C)NC(=O)c1cc(-c2ccc(OC)c(OC)c2)on1 (stereo not given)	-3	-3	-9	-4	4	0	22	-3	0
CC(=O)NC(CC(=O)NCc1ccncc1)c1ccccc1 (stereo not given)	7	-3	-1	-11	-4	4	-2	-1	0
O=C(NCCCn1ccnc1)c1cccc(S(=O)(=O)Nc2ccc(Br)cc2)c1	5	-26	-8	2	5	-1	25	18	0
COc1ccc2c(c1)-c1nc(/N=C/c3cccc(OC)c3O)sc1CC2	5	23	11	-350	19	2	8	5	9
The list goes on.
SMILES	SENP7 block	PfGluPho inh	SENP6 inh	SENP8 block-1	HKDC1 inh	SENP8 block-2	NLRP3 yeast inh	Apaf-1 inh	SENP1 inh
COc1cc(CC(=O)Nc2nc(-c3ccc(F)c(F)c3)cs2)cc(OC)c1OC	3	25	-7	10	-3	2	12	21	2
CC(C)(C)N1CC(c2nc3ccccc3n2CCOc2ccccc2)CC1=O (stereo not given)	2	-15	-15	-16	1	-9	11	12	-1
COc1cccc(C(=O)Oc2cccc(N3C(=O)C4C5CC(C(Br)C5Br)C4C3=O)c2)c1 (stereo not given)	-4	-12	-12	9	-2	-12	14	4	0
CCN(CC)c1ccc2cc(-c3nc(-c4cc5ccccc5oc4=O)cs3)c(=O)oc2c1	.	17	.	-444	4	.	.	.	-38
CC(=O)Oc1ccc2ccccc2c1C(NC(=O)Cc1ccccc1)c1ccccc1Cl (stereo not given)	6	-9	-16	8	-1	8	-3	28	0
CN(C)CCn1c(C(=O)O)cc2ccccc21	-14	9	-15	12	-5	3	20	12	-1
CCc1c(C)nc(SCC(=O)N2CCCCC2CC)[nH]c1=O (stereo not given)	1	5	1	29	-6	5	-8	-19	-1
CCOc1ccccc1NC(=O)CCc1ccc(C)o1	6	-8	-10	12	6	-6	12	-6	-1
Cn1c(=O)c2c(nc(NCc3ccccc3)n2CCCc2ccccc2)n(C)c1=O	8	0	4	16	-1	5	9	8	3
O=C(COc1ccc(Cl)cc1)N1CCN(C(=O)c2cccs2)CC1	1	-5	2	3	-4	-2	9	-7	1
CC(C)(C)c1ccc(C(=O)n2cnc3ccccc32)cc1	-11	-5	-30	4	0	-24	0	2	2
COc1nc(N(C)C)nc(N(C#N)CCOC(C)=O)n1	-5	-16	-15	17	12	-3	2	-27	0
CCCCCc1c2c(cc(O)c1C(=O)O)OC(=O)c1c(cc(OC)cc1C(=O)CCCC)O2	-5	-25	8	1	20	3	-1	9	-4
CCn1c(SCC(=O)N(C)c2ccccc2)nc2c([nH]c3ccccc32)c1=O	9	-15	-5	-20	6	2	18	19	0
Cc1cc(NC(=S)NC(=O)c2ccccc2)ccc1-c1cc2ccccc2oc1=O	1	12	10	-25	-47	12	8	11	1
CCOc1ccc(C(=O)Nc2ccc3c(c2)OCO3)cc1OCC	-6	12	-15	10	6	-11	6	1	3
O=C(O)CNC(=S)N(Cc1ccccc1)Cc1cccnc1	2	-17	-18	12	1	5	4	-5	2
CCOc1ccc(S(=O)(=O)NCCC(=O)NCC(C)(C)N2CCOCC2)cc1	-9	-1	-15	9	-4	0	9	-3	1
Cc1ccc(NC(=O)NC(=S)NC(=O)c2ccccc2)cc1	-7	-10	-5	6	7	-11	-2	13	3
CCOC(=O)NC(NCC(O)c1ccccc1)(C(F)(F)F)C(F)(F)F (stereo not given)	-9	-15	9	5	-9	5	14	-2	3
Cc1ccc(C)c(NC(=S)NNC(=O)c2cc3c(s2)CCC(C)C3)c1 (stereo not given)	6	-5	-1	-62	-12	0	6	15	0
c1cc(-c2nnc(-c3ccncc3)o2)ccn1	-1	-10	-5	20	-8	1	-4	2	1
